Assay outcomes from PubChem BioAssay.
PPC-1+TRAIL kill: compounds killing PPC-1 cancer cells with TRAIL present, primary screen, TRAIL potentiator project, ATPLite luminescence, uHTS | PPC-1 cells + TRAIL, ATPLite viability luminescence | cell killing (% activity), % at 4 µM | 220,000 tested, 0.41% active;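 active = cell killing above 50% in the first pass at 4 µM, then a duplicate retest at 5 µM averaging 50% or more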;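 note: plate controls were cells with TRAIL plus DMSO for no effect and medium-only wells lacking cells for full effect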
Tb hexokinase: Trypanosoma brucei hexokinase 1 inhibitors, primary screen, biochemical, G6PDH-coupled NADH absorbance, MLSCN library; AID 1430, 2008; 220,000 tested, 0.11% active; inhibition, % at 10 µM; recombinant TbHK1, G6PDH-coupled NADH A340;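 active = inhibition of 50% or more in the single-dose primary screen; inactive = inhibition below 50%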
p97 inhibitor: inhibitors of human p97 ATPase, primary screen, biochemical; inhibition, % at 8 µM; recombinant p97 ATPase, Kinase-Glo ATP luminescence, 3 h; Transitional endoplasmic reticulum ATPase (Homo sapiens), P55072; 220,000 tested, 0.42% active; in the data active = inhibition above about 15%;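 note: 0% = DMSO vehicle and 100% = wells lacking enzyme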
BaF3 parental: parental Ba/F3 cell viability inhibition, counter-screen for JAK2V617F inhibitor project, murine pro-B, CellTiter-Glo luminescence | CellTiter-Glo ATP luminescence | inhibition, % at 5.6 µM | 220,000 tested, 1.1% active | AID 1486, 2009;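 active = inhibition above a per-campaign cutoff, the mean inhibition of all tested compounds plus 3 SD, cut at about 27% in these data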;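 note: 0% = DMSO wells and 100% = JAK Inhibitor I control wells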
Furin inhibitor: human furin inhibitors, primary screen, biochemical, fluorescence intensity; P09958; 220,000 tested, 0.061% active; purified furin, fluorogenic substrate cleavage; AID 463115, 2010; inhibition, % at 30 µM; in the data active = inhibition above about 25%; note: inactives centre near -15
p47phox inh: p47phox/p22phox peptide binding inhibitors, primary screen, biochemical, uHTS, NADPH oxidase regulatory subunit; Neutrophil cytosol factor 1 (Homo sapiens), P14598; fluorescence polarization, 2 h; inhibition, % at 24.7 µM; 220,000 tested, 0.53% active;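 active = inhibition above about 30%, limit read from the data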;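 note: 0% = p47phox with labelled peptide and 100% = labelled peptide alone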
Target sequence (P14598 whole entry, looked up): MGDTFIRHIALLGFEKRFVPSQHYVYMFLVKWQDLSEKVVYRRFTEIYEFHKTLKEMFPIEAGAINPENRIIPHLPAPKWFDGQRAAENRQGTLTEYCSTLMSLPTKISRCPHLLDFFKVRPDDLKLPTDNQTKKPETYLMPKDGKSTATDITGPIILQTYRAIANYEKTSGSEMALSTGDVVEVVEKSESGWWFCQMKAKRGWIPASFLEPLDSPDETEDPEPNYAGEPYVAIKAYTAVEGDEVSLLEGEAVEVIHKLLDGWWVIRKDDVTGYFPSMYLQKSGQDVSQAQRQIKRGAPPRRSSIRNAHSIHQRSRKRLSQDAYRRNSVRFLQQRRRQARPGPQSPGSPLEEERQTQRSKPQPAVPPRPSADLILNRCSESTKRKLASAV
Ba/F3 V617F tox: reduced viability of JAK2V617F-dependent Ba/F3 cells, primary screen, JAK2V617F inhibitor project, cell-based, Ba/F3 EpoR-JAK2V617F, luminescence | ATP luminescence | inhibition, % at 5.6 µM | 220,000 tested, 1.1% active | AID 1446, 2008;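 active = inhibition above the campaign mean plus 3 SD over all tested compounds, cut at about 24% in these data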;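 note: cytokine-independent growth of Ba/F3 cells driven by EpoR plus mutant JAK2; 0% = DMSO-treated cells and 100% = JAK inhibitor I control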
EP2 antag: human EP2 receptor antagonists, primary screen, TR-FRET cAMP, C6 glioma cells; Prostaglandin E2 receptor EP2 subtype (Homo sapiens), P43116; C6 glioma cells expressing human EP2; cells stimulated with saturating PGE2; inhibition, % at 25 µM; 260,000 tested, 0.52% active; AID 1422, 2008;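 active = percent inhibition above 40 after rounding to a whole number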;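 note: rat C6 glioma host cells with rolipram phosphodiesterase inhibitor present; the protocol text gives 20 µM as final concentration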
Target sequence (P43116 whole entry, looked up): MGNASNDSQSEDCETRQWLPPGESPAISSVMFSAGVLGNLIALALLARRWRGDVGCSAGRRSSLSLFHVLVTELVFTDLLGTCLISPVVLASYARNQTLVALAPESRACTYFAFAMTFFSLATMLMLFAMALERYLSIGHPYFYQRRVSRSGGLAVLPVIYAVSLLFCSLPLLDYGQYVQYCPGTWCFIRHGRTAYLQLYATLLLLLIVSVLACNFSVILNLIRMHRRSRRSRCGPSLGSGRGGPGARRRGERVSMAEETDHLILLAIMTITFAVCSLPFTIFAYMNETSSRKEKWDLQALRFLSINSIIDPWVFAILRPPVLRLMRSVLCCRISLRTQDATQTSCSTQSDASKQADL
RBBP9 inhibitor: human RBBP9 inhibitors, primary screen, biochemical, fluorescence polarization, FP-Rh probe, HTS. Serine hydrolase RBBP9 (Homo sapiens), O75884. recombinant RBBP9. inhibition, % at 7.94 µM. 220,000 tested, 0.2% active. AID 1515, 2009;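 active = inhibition above the campaign mean of all tested compounds plus 3 SD, cut at about 14% in these data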;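 note: plate controls were DMSO wells with RBBP9 for no effect and wells lacking RBBP9 protein for full effect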
Target sequence (O75884 whole entry, looked up): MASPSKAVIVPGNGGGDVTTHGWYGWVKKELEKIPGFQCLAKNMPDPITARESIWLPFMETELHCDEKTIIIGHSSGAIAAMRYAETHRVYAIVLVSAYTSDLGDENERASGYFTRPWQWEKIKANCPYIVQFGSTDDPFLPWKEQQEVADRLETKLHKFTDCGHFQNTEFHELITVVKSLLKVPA
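Measured by – fluorescence polarization · Test system – RBBP9 protein · Input – 2.5 µM RBBP9 dispensing solution, before mixing · Measure – percent inhibition from mP, scaled between DMSO and no-protein wells · Benchmarks – DMSO-treated enzyme wells and wells lacking RBBP9 · Times – preincubation 30 min plus labeling 45 min at 25 °C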
* = called active by the depositor; · = no result given; & = joins results of further samples; [ ] = remark or other dose. These rows are one share of the data; the hit share may differ from the screen's.

SMILES	PPC-1+TRAIL kill	Tb hexokinase	p97 inhibitor	BaF3 parental	Furin inhibitor	p47phox inh	Ba/F3 V617F tox	EP2 antag	RBBP9 inhibitor
CCOC(=O)Cc1csc(NC(=O)COc2ccc3c(C)cc(=O)oc3c2)n1	6	-10	7	3	-21	-42	-6	12	-7
CC(=O)C(Sc1nc(NC(C)(C)C)nc(N(C)C)n1)C(C)=O	6	-11	-4	4	-17	-8	1	12&3	-8
C/C(=N\Nc1ncc(Cl)cc1Cl)c1ccc(S(=O)(=O)NCc2ccco2)cc1	12	-3	2	6	-18	-5	2	7	-3
CC1CN(CCOc2ccc(Cl)cc2Cl)CC(C)O1 (stereo unspecified)	10	-1	3	4	-23	-10	-3	13	-8
CCOc1ccc(NC(=O)N(CCN(C)C)C(C)c2ccncc2)cc1 (stereo unspecified)	-2	0	-1	4	-23	-22	5	11	-7
CC(=O)N1CCN(c2ccccc2NC(=O)c2cc(Br)ccc2Cl)CC1	2	-2	-5	3	-17[20 µM]	1	1	11	-3
COc1ccc(CNC(=O)CN(CC2CCCO2)C(=O)CNS(=O)(=O)c2ccc(C)cc2)cc1 (stereo unspecified)	13	10	-4	8	-7	4	5	13	-7
Cc1noc(C)c1CSc1nnc2sc3ccccc3n12	4	-2	-3	0	-19	-13	2	15	-4
CC(=O)C1C(c2ccc(F)cc2)c2c(noc2C)CC1(C)O (stereo unspecified)	8	-7	5	0	-18	-11	-5	6	-1
CNCC(O)COc1ccccc1 (stereo unspecified)	-16	-10	3	4	-26[20 µM]	-11	0	6	-6
Cc1cc(NC(=O)c2cc3cccc([N+](=O)[O-])c3[nH]2)ccc1F	-12	-9	3	1	-17	-36	-2	10	3
O=C(Nc1cc([N+](=O)[O-])ccc1Cl)c1ccc2c(c1)OCO2	-4	4	2	6	-18	14	2	7	3
O=C(c1ccccc1)C1CCN(C(=O)Nc2ccccc2)CC1	18	-3	8	-3	-17	-1	-3	16	-12
CCOC(=O)c1cnc2c(OC)cccc2c1N1CCN(c2ccccn2)CC1	16	-10	-1	8	-18	3	5	8	-2
Cn1c(N2CCN(c3ccccn3)CC2)nc2c1c(=O)n(Cc1ccccc1Cl)c(=O)n2C	·	-5	-7	5	-11[20 µM]	·	2	11	-15
CCN1C(=O)N(S(=O)(=O)c2ccc(C)cc2)[C@@H](c2ccccc2)C(C(=O)OC)=C1C	2	-2	·	·	-26	-11	·	5	·
CC(=O)c1c(N2CCCCC2)nc(=O)n(-c2ccccc2)c1C	4	3	1	2	-29	-6	2	12	-8
CN(C)/C=C(\C(=O)c1ccccc1)c1nnnn1-c1ccccc1	10	-25	0	-3	-18	-12	-1	8	-3
Cc1ccc(NC(=S)N(CCCN2CCCC2)Cc2cccn2Cc2ccc(Cl)cc2)cc1Cl	28	7	6	11	-19	35*	2	21	5
Cc1ccc(N2C(=O)[C@@H]3[C@H](C2=O)C2c4ccccc4C=CN2[C@@H]3C(=O)c2ccco2)cc1 (stereo partly specified)	-1	-5	8	5	-18	-30	-6	11	-2
CC(C)c1ccc(OCC(=O)Nc2ccc(OC(F)(F)F)cc2)cc1	14	-7	-3	6	-20	-5	-2	12	-3
COc1ccccc1C(=O)NCC(c1cccnc1)N(C)C (stereo unspecified)	7	-5	3	4	-19[20 µM]	1	-4	8	2
CC1(C)SC2c3ccccc3C(=O)N2[C@@H]1C(=O)NCCCN1CCOCC1 (stereo partly specified)	14	4	-1	5	-22	-10	5	11	1
COc1ccc(NC(=O)O/N=C2/CCCc3ccc(OC)cc32)cc1	-13	5	1	2	-24[20 µM]	-5	4	16	-7
COCCN(CCOC)S(=O)(=O)c1ccc(C(=O)Nc2nnc(COC)o2)cc1	17	-6	4	4	-29	·	3	-1	5
COCCN(C(=O)CSc1nnc(C)n1Cc1ccccc1)c1c(N)n(Cc2ccccc2)c(=O)[nH]c1=O	-7	1	2	5	-21	-18	-3	9	3
O=C(c1ccc(Cn2c(=S)[nH]c3ccc(Br)cc3c2=O)cc1)N1CCN(C2CCCCC2)CC1	·	-10	0	4	-20	-14	1	11	-4
COC(=O)c1c(C(=O)OC)c2n(c1C)CCS2	10	-4	10	1	-13	-7	-4	11	2
CCOC(=O)N1CCN(S(=O)(=O)c2ccc(F)cc2)CC1	-2	0	-2	5	-17	-5	2	5	-6
COc1cccc(CNn2c(-c3cccc(C)c3)nc3ccccc3c2=O)c1O	23	-3	-4	0	-14	3	0	18	-7
CCCCNS(=O)(=O)c1ccc2nc(SCC(=O)N3CC(C)OC(C)C3)[nH]c2c1 (stereo unspecified)	-8	-3	-1	5	-18[20 µM]	-12	1	10	1
CC(C(=O)N1CCN(C)CC1)N1C(=O)c2ccccc2C1=O (stereo unspecified)	-27	0	0	-2	3[20 µM]	-5	-3	5	0
COc1ccccc1CN1CCNC(=O)C1CC(=O)NCc1c(C)n[nH]c1C (stereo unspecified)	·	-7	6	1	-37	9	1	13	-7
CC12CCC(C/C1=N/NC(=O)Nc1ccccc1)C2(C)C (stereo unspecified)	27	-2	-5	4	-9	-4	2	13	6
Cc1ccc2[nH]c(C(=O)O)c(NC(=O)c3ccccc3[N+](=O)[O-])c2c1	23	-11	3	7	-14	-8	1	1	1
NC(=O)C1CCN(C(=O)Cn2cccc2C(=O)c2ccccc2)CC1	12	-16	1	-1	-6[20 µM]	5	-5	5	-6
Cc1cc(=O)n2nc(N3CCCC(C(=O)N4CCc5ccccc54)C3)sc2n1 (stereo unspecified)	6	1	4	3	-2[20 µM]	-16	-2	7	11
CC(=O)c1cccc(NC(=O)COc2ccccc2)c1	-3	-2	1	0	-27[20 µM]	-11	-3	3	4
CCOC(=O)N1CCc2c(sc3nc4n(c(=O)c23)N=C(c2ccc(OC)cc2)CS4)C1	13	-48	0	-2	-19	38*	0	4	-10
COc1ccc(C(=O)NCc2nnc(SCC(=O)Nc3ccccc3F)o2)cc1	6	2	4	5	-13	-5	0	8	-6
CCCCn1c(O)c(C(CC)=Nc2ccc3c(c2)CCC3)c(=O)[nH]c1=O	-15	4	0	9	-13	10	4	9	-3
COc1ccc(C(NC(=O)c2c(F)c(F)c(F)c(F)c2F)c2ccccc2)cc1 (stereo unspecified)	10	-3	3	1	-15	-8	-4	30	-11
COc1ccc(Cn2c(=O)c3[nH]cnc3n(-c3ccccc3C)c2=O)cc1	-7	-6	8	0	-11	-6	0	7	5
CCOC(=O)c1c(C)c(C(=O)N2CCc3ccccc3C2)c(C)n1CC	8	6	0	-1	-22	-2	-2	6	-1
O=C(CCl)Nc1cccc(CP(=O)(c2ccccc2)c2ccccc2)c1	-1	-4	4	0	-21	-19	12	4	-2
Cc1cccc(Nc2nc3c(s2)CCCC3)c1	-11	13	0	0	-14	-9	-3	10	-2
Cc1[nH]n(-c2nc(-c3cccc([N+](=O)[O-])c3)cs2)c(=O)c1C	26	0	3	1	-13	1	1	17	-9
CCOc1ccc(-c2cc(C(=O)OC)[nH]n2)cc1	12	1	0	5	-18	-16	3	3	-5
COCc1nnc(NC(=O)c2cccc(NC(=O)C(C)C)c2)s1	4	-1	-4	5	-23	-2	1	8	-9
Nc1cc(N)nc(SCc2cc(=O)oc3cc4c(cc23)CCC4)n1	-12	-13	11	1	-14	-7	-4	3	5
Later entries:
SMILES	PPC-1+TRAIL kill	Tb hexokinase	p97 inhibitor	BaF3 parental	Furin inhibitor	p47phox inh	Ba/F3 V617F tox	EP2 antag	RBBP9 inhibitor
O=C(Cc1cccs1)N(Cc1ccco1)C1(C(=O)NC2CCCC2)CCCCC1	2	-2	1	-2	-17	-8	-3	10	1
c1ccc2[nH]c(CN3CCCCC3)nc2c1	16	-3	3	0	-28[20 µM]	-11	-6	16	-9
O=P(O)(CCc1ccccc1)CN1CCCCC1	16	5	6	3	-24[20 µM]	-4	-1	7	-1
CCOC(=O)N1CCN(CCC(=O)Nc2cc(OC)ccc2OC)CC1	-10	6	-1	4	-28	4	-1	2	4
CC1CN(C(=O)Cn2cnc3c2c(=O)n(C)c(=O)n3C)CC(C)O1 (stereo unspecified)	8	-4	0	7	-22[20 µM]	-1	1	18	-5
O=C1CCCC2=C1C1(CCCCC1)N=C(Nc1nc3ccccc3s1)N2	33	-7	2	-1	-5[20 µM]	-5	-1	10	-3
Cc1csc(NC(=O)CSc2nnc(C)s2)n1	10	4	3	-2	-25	-10	-5	15	-1
Cc1cc(NS(=O)(=O)c2ccc(N3C(=O)C4C5C=CC(C5)C4C3=O)cc2)nc(C)n1 (stereo unspecified)	6	3	1	8	-14	-10	2	10	6
COc1ccc(C)cc1S(=O)(=O)N1CCCCCC1	20	-12	-2	-7	-23	-6	0	11	-2
COC(=O)c1ccc(S(=O)(=O)NCc2ccc(OC)cc2)n1C	1	-4	7	2	-11	8	-5	11	9

An excerpt of these results, with bars between the fields:
Compound | PPC-1+TRAIL kill | Tb hexokinase | p97 inhibitor | BaF3 parental | Furin inhibitor | p47phox inh | Ba/F3 V617F tox | EP2 antag | RBBP9 inhibitor
COc1ccccc1CN1CCNC(=O)C1CC(=O)NCc1c(C)n[nH]c1C (stereo unspecified) | · | -7 | 6 | 1 | -37 | 9 | 1 | 13 | -7
O=C(Cc1cccs1)N(Cc1ccco1)C1(C(=O)NC2CCCC2)CCCCC1 | 2 | -2 | 1 | -2 | -17 | -8 | -3 | 10 | 1

Other structures:
SMILES	PPC-1+TRAIL kill	Tb hexokinase	p97 inhibitor	BaF3 parental	Furin inhibitor	p47phox inh	Ba/F3 V617F tox	EP2 antag	RBBP9 inhibitor
CN(C)/C=C(\c1cnc(Cl)s1)S(=O)(=O)c1ccccc1	-18	-1	3	0	-19	-3	-4	7	0
O=C(O)/C=C/c1cn(-c2ccccc2)nc1-c1cccs1	15	1	-1	6	-13	1	3	1	-3
CCOC(=O)Cc1csc(NC(=O)CSc2ncnc3c2cnn3-c2ccccc2Cl)n1	19	0	0	0	-20	-3	-1	19	-10
CCCCCn1c(SCc2ccncc2)nc2cc(C(=O)NCc3ccco3)ccc2c1=O	-7	3	4	1	-21	-43	-1	9	-3
CCn1ncc(C(=O)Nc2ccc(S(=O)(=O)N3CCCC3)cc2)c1C	8	-1	0	14	-27	-6	-3	7	-3
N#Cc1sc2nc(-c3cccs3)cc(-c3ccc(Cl)cc3)c2c1N	16	-3	3	2	-19[20 µM]	-119	-1	11	-4
COc1cc(NC(=S)NC(=O)c2ccc(F)cc2)ccc1NC(=O)c1ccco1	11	-17	4	2	-9	-11	-1	5	1
CCCNC(=O)c1ccc(-c2nc3ccccc3s2)s1	70*[5 µM]	-24	1	2	-16[20 µM]	-10	1	·	-10
CCOc1cc(N2CCOCC2)c(OCC)cc1NC(=O)CN1CCC(Cc2ccccc2)CC1	0	-15	2	2	-17	-15	-4	2	-7
CCCCc1nc(NCCN)c(C#N)c2c1CSC(C)(C)C2	11	-1	-2	9	-4[20 µM]	-9	4	7	-3
COc1ccc(-n2c(SCC3OCCO3)nc3c(sc(=S)n3-c3ccccc3)c2=O)cc1OC	-5	-21	-1	11	-17	-21	4	9	-14
O=C(O)CN1CCCCC1	4	10	14	7	-1	-2	8	3&3	-5
O=C(Cn1c(C(F)(F)F)nc2ccccc21)c1ccccc1	8	2	5	4	-16[20 µM]	-9	0	6	-9
